# Screening data (PubChem)
# tim23-1 inh: growth inhibitors of tim23-1 mutant yeast; S. cerevisiae tim23-1 growth, BacTiter-Glo luminescence, 24 h; inhibition, % at 20 µM; 1.3% of 330,000 active; AID 463212;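 active means growth inhibition of the mutant yeast at or above 50%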;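 further: temperature-sensitive mutant grown at 25 °C; plate controls were DMSO-treated mutant yeast for no effect and medium wells lacking yeast for full effect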
# APJ agonist: activates the human apelin receptor APJ. AID 2520. P35414. CHO-K1 APJ PathHunter beta-arrestin, luminescence; 0% DMSO wells, 100% apelin. activation, % at 20 µM. 0.11% of 330,000 active;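 active means activation more than six SD over the plate average, tested at 20 µM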;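 further: 0% = DMSO alone and 100% = apelin-13 at 10 nM; some results filed as inactive read as strong as hits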
# Target sequence (P35414 whole entry, looked up): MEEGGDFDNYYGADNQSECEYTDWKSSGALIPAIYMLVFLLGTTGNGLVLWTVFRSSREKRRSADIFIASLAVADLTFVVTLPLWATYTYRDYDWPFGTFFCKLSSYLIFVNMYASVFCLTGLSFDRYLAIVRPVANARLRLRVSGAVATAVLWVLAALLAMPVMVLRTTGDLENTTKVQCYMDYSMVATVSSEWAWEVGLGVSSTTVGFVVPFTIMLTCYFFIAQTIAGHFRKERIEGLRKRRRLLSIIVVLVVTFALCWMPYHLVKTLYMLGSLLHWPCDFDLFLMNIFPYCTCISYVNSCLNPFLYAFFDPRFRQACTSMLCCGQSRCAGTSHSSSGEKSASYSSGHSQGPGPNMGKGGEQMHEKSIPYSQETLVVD
#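 Test system: CHO-K1 APJ beta-arrestin complementation cell line. Amount: cell density 1000 per well. Controls: DMSO negative, 10 nM Apelin-13 positive. Signal: luminescent beta-gal fragment complementation, chemiluminescent substrate. Read-out basis: agonist-driven arrestin binding to APJ. Timing: compound stimulation 90 min at 25 °C, detection 60 min.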
# UPR XBP1 act: adaptive UPR (XBP1) activation | 0.33% of 330,000 active | activation, % at 20 µM | AID 463104 | CHO-XBP1 luciferase reporter, IRE1-XBP1 UPR activation, luminescence; percent of tunicamycin response, DMSO as zero;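 active means versus positive control, 20 µM dose yields 30% or more activation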;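 further: 100% = tunicamycin at 10 µg/mL and 0% = DMSO only wells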
#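 Material: CHO-XBP1 cells stably carrying IRE1-XBP1-driven luciferase reporter | Medium: F12 with 10% serum | Compound dosing: 20 µM single concentration, DMSO 1% | Incubation: Overnight seeding at 37 °C, 6 h compound treatment at 37 °C | Detection: Steady-Glo luminescence read | Read-out basis: % activation of reporter signal versus tunicamycin and DMSO controls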
# Mdm2 MdmX PPI: inhibitors of human Mdm2/MdmX interaction; inhibition, % at 8 µM; 3% of 330,000 active; SaOS-2 split-luciferase Mdm2/MdmX complementation, luminescence; O15151+Q00987;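 active means inhibition of at least 50% at 8 µM in the primary screen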
# UPR CHOP act: activators of apoptotic arm of unfolded protein response (CHOP); AID 449763; CHO-CHOP luciferase reporter, UPR activation, luminescence; percent of tunicamycin response over DMSO baseline; 0.34% of 330,000 active; activation, % at 10 µM;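 active means at 10 µM dose, activation of 40% or more, normalized to positive control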;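 further: 100% = tunicamycin at 10 µg/mL and 0% = DMSO alone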
#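 Evaluation: % reporter activation, DMSO baseline versus tunicamycin full activation; System: CHO-CHOP luciferase reporter cell line; Input: 500 cells/well; Incubation: 6 h compound treatment, 37 °C; Measured by: Steady-Glo luciferase luminescence; Dosing: one dose, 10 µM in 0.5% DMSO; Buffer or medium: F12 medium, 10% FBS; Benchmarks: positive tunicamycin 10 µg/mL, negative DMSO alone.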
# Jurkat NFkB inh: lowers PMA/ionomycin-induced NF-kB signal in Jurkat cells; AID 435003; PMA/ionomycin-induced NF-kB luciferase reporter, luminescence; 0.53% of 330,000 active; inhibition, % at 4 µM; in the data active means inhibition above about 50%
# APJ antagonist: antagonists of human APJ apelin receptor. CHO-K1 APJ beta-arrestin complementation, luminescence. P35414. 0.32% of 330,000 active. inhibition, % at 20 µM;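 active means inhibition above about 40% at 20 µM, limit read from the data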;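 further: cells challenged with 10 nM apelin-13 agonist together with compound; plate controls were apelin-13 plus DMSO wells for no effect and DMSO wells lacking apelin-13 for full effect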
# 697 NFkB inh: inhibitors of the PMA/ionomycin-induced NF-kB reporter in 697 B cells; 0.33% of 330,000 active; 697 B-cell NF-kB luciferase reporter, 16 h; AID 435022; inhibition, % at 4 µM; in the data active means inhibition above about 35%
# An asterisk follows results filed as active; nt = not tested or not shown.
SMILES,tim23-1 inh,APJ agonist,UPR XBP1 act,Mdm2 MdmX PPI,UPR CHOP act,Jurkat NFkB inh,APJ antagonist,697 NFkB inh
Cc1cccc(OCC(=O)OCC(=O)Nc2ccc(Cl)cn2)c1,6,-2,0,16,-1.7,-5,-5,19
CC(=O)C1=C(C)NC(=O)NC1c1ccccc1OCC(=O)NCCc1ccccc1 (configuration not stated),5,0,0,-12,1.3,-5,-7,17
COc1ccc(-c2csc(NC(=O)c3ccc(OCC(=O)N4CCOCC4)c(OC)c3)n2)cc1OC,12,2,6,58*,0.8,22,-5,32
Cc1ccc(CNC(=O)COc2ccccc2-c2ccccc2)cc1,25,-3,-2,0,-1.3,-3,7,6
COc1ccc(C(=O)NCC(O)COc2ccc(C(C)(C)C)cc2)cc1[N+](=O)[O-] (configuration not stated),13,4,-3,11,-0.5,25,2,-23
O=C(Nc1ccccc1)Nc1sccc1-c1nc2ccccc2s1,8,3,0,19,2.7,-5,2,-9
O=C(NCc1ccccc1)C1Nc2ccc(OC(F)(F)F)cc2C2C=CCC12 (configuration not stated),29,5,-1,17,-0.3,0,-29,10
O=C(O)c1cc2c(o1)CCC/C2=N\O,1,0,-2,1,1.1,-2,-5,8
CCCn1c(N)c(N(CCOC)C(=O)c2ccccc2F)c(=O)[nH]c1=O,5,5,0,5,0.2,1,14,5
CCCCOP(=O)(OCCCC)C1(NS(=O)(=O)c2ccccc2)C=CC(=O)c2ccccc21 (configuration not stated),21,-5,-1,17,0.9,3,-41,16
CNC(=S)NNC(=O)CCn1nc(C)c(Br)c1C,18,-2,1,19,-1.6,-6,21,-2
CCc1ccc(NC(=O)N2CCN(c3ccccc3)CC2)cc1,24,2,3,-13,3.1,-18,-9,-36
Cc1cc(-c2ccc(N=Nc3c(S(=O)(=O)O)cc4cc(S(=O)(=O)O)cc(N)c4c3O)c(C)c2)ccc1N=Nc1c(S(=O)(=O)O)cc2cc(S(=O)(=O)O)cc(N)c2c1O,72*,-17,-11,62*,-4.7,10,78*,28
Cc1nn(CC(=O)NCCCN2CCCC2=O)c(C)c1[N+](=O)[O-],7,-4,-3,3,1.3,9,5,5
CCN1C(=O)N[C@@H](c2ccccc2)[C@H](C(C)=O)[C@H]1C,11,-2,34*,15,1.5,-3,-1,6

# 3 entries drawn at random from the list so far:
SMILES,tim23-1 inh,APJ agonist,UPR XBP1 act,Mdm2 MdmX PPI,UPR CHOP act,Jurkat NFkB inh,APJ antagonist,697 NFkB inh
O=C(NCc1ccccc1)C1Nc2ccc(OC(F)(F)F)cc2C2C=CCC12 (configuration not stated),29,5,-1,17,-0.3,0,-29,10
Cc1nn(CC(=O)NCCCN2CCCC2=O)c(C)c1[N+](=O)[O-],7,-4,-3,3,1.3,9,5,5
CNC(=S)NNC(=O)CCn1nc(C)c(Br)c1C,18,-2,1,19,-1.6,-6,21,-2

# Other records
SMILES,tim23-1 inh,APJ agonist,UPR XBP1 act,Mdm2 MdmX PPI,UPR CHOP act,Jurkat NFkB inh,APJ antagonist,697 NFkB inh
CCn1c(=O)c2ccccc2n(Cc2ccccc2C)c1=O,33,-5,-2,-21,0.4,-2,3,-4
CCc1nnc(NC(=O)CCC(=O)NCCc2ccc(OC)c(OC)c2)s1,4,0,-1,4,0.8,0,3,-33
CCCCOc1ccccc1NC(=O)CC1Nc2ccccc2NC1=O (configuration not stated),30,-5,-1,9,-2.1,12,9,11
Cc1cc(Oc2cnn(C(C)(C)C)c(=O)c2Cl)cc(C(C)C)c1,25,-3,-1,7,-0.6,-13,11,6
CCCCN(CC)C(=O)c1ccc(-c2ccccc2)cc1,25,-2,-1,-13,2.0,15,8,-34
COc1ccc(-c2n[nH]c(C)c2-c2cc(OC)ccc2O)cc1,7,-2,0,-1,0.0,1,5,-17
O=C(NCc1ccc(Cl)cc1)c1ccc(CSc2nc3ccncc3[nH]2)cc1,5,-2,-1,7,-1.3,4,3,-17
COc1ccc(N2CCN(c3oc(-c4ccccc4OC)nc3C#N)CC2)cc1,18,-5,-2,27,1.6,5,-2,12
O=C(COC(=O)Cc1ccsc1)Nc1ccc(Br)cc1F,15,-4,-4,8,-2.2,-20,1,9
Cc1ccc(NC(=S)N/N=C2\CC(C)(C)Oc3ccc(O)cc32)cc1,-3,-3,-1,28,-1.3,-6,23,9
Cc1ccc(CC(=O)N(C)CC(=O)N(CC(C)C)c2c(N)n(CC(C)C)c(=O)[nH]c2=O)cc1C,1,0,0,-20,1.3,4,18,-14
Cc1ncc(S(=O)(=O)c2ccc(Cl)cc2)c(N)n1,6,1,-2,11,-1.2,-3,-6,3
COc1ccccc1NC(=O)N1CCN(c2ccccn2)CC1,-11,-3,-2,11,-1.9,4,4,21
CN(C)C(=O)CN1C(=O)C2CCCCN2C(=O)c2ccccc21 (configuration not stated),4,2,0,-4,-3.5,4,-17,-14
Cc1cccc(NC(=O)c2ccc(-c3ccccc3[N+](=O)[O-])o2)c1,12,-1,3,-12,-0.1,-10,2,-38
COc1cccc(-c2nnc(SCC(=O)N3CC(C)CC(C)C3)o2)c1 (configuration not stated),24,-1,-2,-1,-1.9,-13,11,-23
CC(NC(N)=O)C(=O)NCC(=O)OCc1ccccc1 (configuration not stated),6,-2,-4,-13,0.5,-4,2,22
CCc1ccc(-c2ccc(SCC(=O)NCC3CCCO3)nn2)cc1 (configuration not stated),9,-1,2,-31,2.9,-49,2,-32
CN(CC(=O)Nc1ccccc1Br)C(=O)c1ccccc1-c1nc2ccccc2s1,44,-6,-3,-1,-0.2,-4,0,-33
Cc1nc(NC(=O)c2cc3ccccc3o2)sc1C,18,-2,-10,-72,-1.1,-141,-11,-145
CC1(C)CC2(CCO1)N1CC3(C)CN2CC(C)(C1)C3O (configuration not stated),4,2,-2,13,-2.4,-5,-2,10
CN(C)C(=O)CCc1ccc2c3c([nH]c2c1)[C@]1(CCC2CCCC2)[C@@H](C(=O)N2CCOCC2)C[C@H](CC(=O)NCc2cccc(C(F)(F)F)c2)C(=O)N1CC3,44,nt,12,61*,4.4,nt,nt,25
O=c1[nH]c(Cn2nnc(-c3ccccc3)n2)nc2scc(-c3ccccc3)c12,3,4,-3,6,-0.3,-1,7,-7
Cc1cc(C)c2c(CC(=O)NCc3ccco3)coc2c1,14,-2,2,6,1.1,0,8,-8
COc1ccccc1C1/C(=C(/O)c2ccc(Cl)cc2)C(=O)C(=O)N1CCN1CCOCC1 (configuration not stated),13,-3,-3,4,1.9,-9,-14,-2
Cc1cc(=O)oc(C)c1C(=O)NNC(=O)C1(C)CC1Br (configuration not stated),2,-3,-1,2,0.4,-8,-1,-2
COc1ccc(N(C(=O)c2ccco2)S(=O)(=O)c2ccc(F)cc2)cc1,-1,-2,-1,10,-0.4,2,-3,4
C[C@H](CO)N1C[C@H](C)[C@@H](CN(C)C)Oc2c(NC(=O)CCCCCC(=O)Nc3ccccc3N)cccc2C1=O,11,-1,1,1,0.3,6,12,10
CCCCN(C)CCCNC(=O)c1cc(Nc2ccc(OC)c(OC)c2)nc2ccccc12,6,-1,-5,34,1.3,-5,0,9
CCC(C)NC(=O)c1ccc(C2SCC(=O)N2Cc2ccccc2)cc1 (configuration not stated),11,-1,-3,10,0.0,-11,5,11
COc1cccc(CNn2cn[nH]c2=S)c1OCc1ccccc1,8,-4,-2,25,-1.9,-2,18,8
OC(C#CCN1CCCC1)(c1ccccc1)c1cccc(F)c1 (configuration not stated),17,0,2,-26,-3.2,-26,6,-8
Cc1c(C(=O)O)cnc2cc(-c3ccc(Cl)cc3)nn12,10,-2,-3,-23,0.3,1,-25,-27
COc1cc(CNCc2ccccc2)c(Br)cc1OC1CCCC1,8,-3,-1,26,-1.2,-16,3,-5
O=C(NCc1cccnc1)NC1(C(F)(F)F)Oc2ccccc2O1,9,-2,2,-1,-2.9,10,-2,-38
CCOc1ccc(NC(=O)c2ccncc2)cc1,1,-4,2,-5,1.7,-18,-9,-23
CC(=O)CSc1nc2c(c(=O)[nH]c(=O)n2C)n1Cc1ccccc1Cl,3,1,-1,14,1.1,1,-18,6
O=C(CSc1ncn[nH]1)Nc1nsc(-c2ccccc2)n1,-7,-3,0,5,3.1,0,11,-4
Cc1ccc(Cn2nc(C)c(C(=O)NCC(c3cccs3)N3CCOCC3)c2Cl)cc1 (configuration not stated),12,0,-4,13,-1.3,2,-77,-13
CCOC(=O)C1C(=O)NC(SC)=C(C#N)C1c1ccccc1F (configuration not stated),20,0,-2,19,1.4,-2,15,-9
COc1ccc(N(C)C(=O)C2CCN(S(=O)(=O)c3cccc4nsnc34)CC2)cc1,22,0,-5,32,-1.6,-4,-22,-3
Cc1nn(C)c2ncc(C(N)=O)c(Oc3ccc(Cl)cc3)c12,2,1,-2,24,-1.1,-4,2,-2
CCOc1ccc(S(=O)(=O)NCCC(=O)NCc2ccccn2)cc1,-14,-5,-1,-6,1.3,7,-54,-6
C=C(C)C(=O)Nc1ccc2c(c1)OCCOCCOCCO2,4,-6,-2,9,1.6,9,17,12
Cc1cc2cc(CNC(=O)NC3CCCCC3)ccc2n1C,23,-3,-1,-6,1.4,4,-51,2
N#Cc1ccc(COC(=O)c2ccc3c(c2)OCO3)cc1,22,6,2,-9,3.2,14,6,17
COc1cccc(-c2nnc(-c3ccccc3NC(=O)c3ccc(C(C)(C)C)cc3)o2)c1,-3,-1,-2,18,2.7,-17,-9,-3
COc1ccccc1C(=O)Nc1ccc2c(C)cc(=O)oc2c1,8,0,-5,-29,9.6,-144,17,-97
Cc1nnsc1NC(=O)OCc1ccc(C(F)(F)F)cc1,26,-1,-2,9,-1.8,-12,5,-25
CSc1ncccc1C(=O)Nc1ccc2c(c1)OCCO2,1,-1,-5,16,-1.3,-2,-4,-4
CC(=O)Nc1nc(=O)c2ccccc2s1,3,-6,-3,12,1.2,14,26,17
Cc1ncc(CN2CCC(n3nccc3NC(=O)c3ccccc3)CC2)s1,1,8,-2,12,4.2,4,11,12
COc1ccccc1NC(=O)N1CCN(CCc2ccccc2)CC1,-8,2,1,5,-0.7,-6,5,-14
CC(OC(=O)CCC(=O)c1ccccc1)C(=O)Nc1ccc(F)cc1 (configuration not stated),-15,-5,-1,14,1.3,3,-59,32
COCCN(C(=O)CSc1nc2ccccc2o1)c1c(N)n(Cc2ccccc2)c(=O)[nH]c1=O,14,-4,-1,-27,0.3,-3,4,20
C/C(=N\NC(=O)c1cccc(Cl)c1)c1cccc(NC(=O)c2ccco2)c1,33,-2,3,17,0.6,-8,11,16
Cc1ccc(NC(=S)NNc2ccc(C(=O)O)cc2[N+](=O)[O-])cc1C,26,-6,0,24,0.3,-13,42*,-11
C=CCOc1c2ccc(C(=O)NCc3ccccc3OC)cc2nn1C,8,8,0,-26,0.5,-8,8,0
O=C(CCC1CCCC1)NNC(=O)c1cc2ccccc2cc1O,29,7,0,18,0.9,-15,-30,0
O=C(Nc1ccc(F)cc1)c1cccnc1,0,-1,-3,16,-0.2,9,1,16

# Entries of single compounds as entered above. Order of screens: tim23-1 inh | APJ agonist | UPR XBP1 act | Mdm2 MdmX PPI | UPR CHOP act | Jurkat NFkB inh | APJ antagonist | 697 NFkB inh
# CSc1ncccc1C(=O)Nc1ccc2c(c1)OCCO2 is listed as 1 | -1 | -5 | 16 | -1.3 | -2 | -4 | -4
# CC(=O)CSc1nc2c(c(=O)[nH]c(=O)n2C)n1Cc1ccccc1Cl is listed as 3 | 1 | -1 | 14 | 1.1 | 1 | -18 | 6
